GAA inhib: qHTS Assay for Inhibitors of Human alpha-Glucosidase as a Potential Chaperone Treatment of Pompe Disease. Potency, µM (top dose mostly 76.9 µM), for the others: top-dose activity change, negative = inhibition, hits mostly inhibitors. purified human GAA, 4-MU-alpha-glucoside fluorescence. Lysosomal alpha-glucosidase (Homo sapiens), P10253. hit rate 0.005% among 200,000;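 further: plate controls were uninhibited enzyme wells for no effect and no-enzyme background for full effect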
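Fluorescence at Ex 365/Em 440 nm from 4-methylumbelliferone reported enzyme activity after 20 min at room temperature. Reactions used 4 nM enzyme and 400 uM substrate at pH 5.0; curves fitted with the Hill equation.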
Tau fluor cs: Counterscreen qHTS for Inhibitors of Tau Fibril Formation, Fluorescence Polarization | tau K18 P301L Alexa594 fluorescence, heparin fibrillization | Potency, µM (series often up to 57.7 µM), inactives show at the top dose activity change, negative = decrease | hit rate 0.93% among 280,000 | AID 1463, 2008; further: on the % scale 0 is the no-effect control and ±100 the full control effect; nearly all actives have a fitted effect of over 55% in size
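Human tau K18 P301L (15 uM unlabeled, 0.24 uM Alexa 594-labeled) in 100 mM sodium acetate pH 7 with 20 uM heparin, 6 hr at 37 C. ThT 30 uM added, 1 hr ambient; Alexa 594 FP and total fluorescence read at 555/632 nm.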
GAA glycogen mod: qHTS Assay for Inhibitors and Activators of Human alpha-Glucosidase Cleavage of Glycogen; Lysosomal alpha-glucosidase (Homo sapiens), P10253; recombinant GAA, glycogen substrate, Amplex Red glucose oxidase fluorescence; Potency, µM (series often up to 76.4 µM), inactives show at the top dose activity change, negative = inhibition, most hits filed as inhibitors; hit rate 0.38% among 300,000; AID 2100, 2009;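 further: 0% = full enzyme reaction and -100% = no-enzyme basal signal; the screen sought inhibitors and activators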
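Recombinant human alpha-glucosidase (4 nM final) hydrolysed bovine liver glycogen (30 ug) for 40 min at 37 C in pH 5.0 citrate/phosphate with 0.01% Tween-20. Released glucose detected by glucose oxidase/Amplex Red, Ex 573/Em 610 nm. Compounds up to 77 uM; AC50 from Hill fits.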
Epigenetic reg: Quantitative High-Throughput Screen for Regulators of Epigenetic Control; AID 1865, 2009; murine LDR cells, GFP reporter derepression, 30 h; hit rate 0.2% among 280,000; Potency, µM (titrated, usually from 53.9 µM), without a hit: top-dose GFP activation, actives largely listed as activators; further: % of control where 0% means no effect; nearly all actives have a fitted effect of over 60% in size
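Murine LDR cells carrying a silenced, genomically integrated CMV-driven GFP reporter were exposed to compound for 30 hours at 37 C. After PBS washes, GFP-positive cells (20–120 um objects) were counted by laser-scanning microplate cytometry.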
ALDH1A1 block: qHTS Assay for Inhibitors of Aldehyde Dehydrogenase 1 (ALDH1A1) | hit rate 7.3% among 220,000 | AID 1030, 2008 | Aldehyde dehydrogenase 1A1 (Homo sapiens), P00352 | Purified ALDH1A1, NADH fluorescence, propionaldehyde substrate | Potency, µM (doses to about 75.3 µM), for the others: at the highest dose activity, negative = inhibition, hits mostly inhibitors; active means well fitted inhibition curve with a large enough effect, not every such curve was filed as active; inconclusive means small, poorly fitted or top-dose-only effect, or another doubt; inactive means no such curve, though single readings can be large or run the other way;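 further: plate controls were no enzyme wells and a reference inhibitor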
aGlu spleen mod: qHTS Assay for Inhibitors and Activators of Human alpha-Glucosidase From Spleen Homogenate | Lysosomal alpha-glucosidase (Homo sapiens), P10253 | AID 2112, 2009 | hit rate 0.006% among 240,000 | Potency, µM (doses to about 79.9 µM), for the others: at the top dose activity change, negative = inhibition, usual class: inhibitors | human spleen homogenate, 4-MU-alpha-glucoside fluorescence;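 further: 0% = enzyme with vehicle and -100% = no enzyme basal signal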
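AC50 values come from Hill-equation fits of concentration-response data, normalized to no-enzyme and full-activity controls. Enzyme source: 1 ug human spleen homogenate; 1 mM fluorogenic 4-MU glucoside, pH 5.0 citrate buffer, 37 C, 40 min.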
aGal spleen mod: qHTS Assay for Inhibitors and Activators of Human alpha-Galactosidase From Spleen Homogenate | human spleen homogenate, 4MU-alpha-Gal fluorescence, 40 min | Potency, µM (series often up to 80 µM), inactives show at the top dose activity change, negative = inhibition, actives largely listed as inhibitors | hit rate 0.008% among 240,000;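 further: 0% = enzyme with vehicle and -100% = no enzyme basal signal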
Target sequence (P06280 32-429 limits assumed): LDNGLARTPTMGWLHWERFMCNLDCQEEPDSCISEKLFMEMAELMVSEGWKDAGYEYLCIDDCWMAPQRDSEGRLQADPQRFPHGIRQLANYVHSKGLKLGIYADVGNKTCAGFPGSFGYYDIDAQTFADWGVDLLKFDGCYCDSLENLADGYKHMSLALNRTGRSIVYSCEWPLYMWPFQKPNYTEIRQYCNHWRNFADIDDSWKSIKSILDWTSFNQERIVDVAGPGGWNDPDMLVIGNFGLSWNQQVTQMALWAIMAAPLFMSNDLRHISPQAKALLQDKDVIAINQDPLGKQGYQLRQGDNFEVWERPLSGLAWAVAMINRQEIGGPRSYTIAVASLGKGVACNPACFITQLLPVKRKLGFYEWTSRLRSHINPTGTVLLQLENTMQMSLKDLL
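qHTS titration in buffer at pH 5.0. Alpha-galactosidase activity in spleen homogenate was measured via 4-methylumbelliferone release from 1 mM fluorogenic substrate after 40 min at 37C and a pH 10 stop. AC50 came from Hill fits of control-normalized data.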
NPSR antag: qHTS Assay for Antagonists of the Neuropeptide S Receptor: cAMP Signal Transduction; Q6W5P4; CHO-NPSR cells, cAMP TR-FRET, antagonist mode; Potency, µM (top dose mostly 38.3 µM), inactives show top-dose activity change, negative = inhibition, usual class: inhibitors; hit rate 1% among 220,000; further: on the % scale 0 is the no-effect control and ±100 the full control effect; nearly all actives have a fitted effect of over 50% in size; many of its hits are not listed in these tables
Target sequence (Q6W5P4 whole entry, looked up): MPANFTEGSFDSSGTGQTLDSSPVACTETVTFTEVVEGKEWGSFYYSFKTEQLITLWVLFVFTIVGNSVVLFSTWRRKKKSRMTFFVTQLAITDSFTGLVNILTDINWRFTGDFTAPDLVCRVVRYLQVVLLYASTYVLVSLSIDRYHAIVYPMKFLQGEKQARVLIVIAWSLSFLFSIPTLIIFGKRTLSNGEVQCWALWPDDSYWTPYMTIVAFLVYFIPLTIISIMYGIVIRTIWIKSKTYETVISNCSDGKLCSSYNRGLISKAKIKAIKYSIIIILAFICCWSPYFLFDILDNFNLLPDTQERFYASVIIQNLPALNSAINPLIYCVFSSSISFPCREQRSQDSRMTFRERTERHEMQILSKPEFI
* = called active by the depositor; ? = inconclusive; · = no result given; [ ] = dose if it differs, or a comment. Unless noted, the call rests on the fitted dose curve; in most records, active means well fitted curve in the direction sought with a large enough effect; inconclusive means small, poorly fitted or top-dose-only effect, or another doubt; inactive means no such curve, though single readings can be large; an effect the other way counts as inactive or inconclusive. Potency means the concentration at half of the fitted maximal effect. These rows are one share of the data; the hit share may differ from the screen's.

SMILES	GAA inhib	Tau fluor cs	GAA glycogen mod	Epigenetic reg	ALDH1A1 block	aGlu spleen mod	aGal spleen mod	NPSR antag
O=C(NCCCCNC(=O)c1c(F)c(F)c(F)c(F)c1F)c1c(F)c(F)c(F)c(F)c1F	3%	4%	3%	-0.9%	-1%	-4%	-2%	-6%[46.1 µM]
CCOc1cc(C(=O)OCC(=O)c2c[nH]c3ccccc23)ccc1OCC(=O)N1CCOCC1	-4%	-30%	6%	-3.5%	2%	7%	12%	-19%[46.1 µM]
CSc1cccc(NC(=O)Nc2ccccc2)c1	6%	?	-1%	-1.0%	4%	2%	-2%	-3%[46.1 µM]
COc1ccc(-c2[nH]ncc2/C=N\NS(=O)(=O)c2ccc(Cl)cc2)cc1	-17%	-14%	0%	-1.3%	?	-2%	-1%	-15%[46.1 µM]
O=C(Cn1cccc1C(=O)c1ccccc1)NCCCN1CCc2ccccc2C1	-5%	-11%	-6%	-0.2%	3%	8%	7%	0%
COn1c(=O)c(-c2cccs2)[n+]([O-])c2ccccc21	-23%	-9%	?	0.0%	?	0%	11%	-2%[46.1 µM]
COc1ccc(OC(=O)c2cc3ccccc3o2)cc1	-1%	-15%	-24%	-1.0%	2%	-5%	-16%	-5%[46.1 µM]
COC(=O)c1ccc(S(=O)(=O)NCCc2ccccc2OC)n1C	·	-14%	9%	0.2%	·	-6%	-14%	-12%
CCNC(=O)CC1SC(=Nc2ccc(C)cc2)NC1=O (stereo unspecified)	5%	-10%	-6%	0.0%	12%	-3%	-8%	16%
CCc1ccccc1NC(=O)C(Cc1cccc(OC)c1OC)c1nn[nH]n1 (stereo unspecified)	1%	-5%	-1%	0.0%	2%	-4%	2%	-1%[46.1 µM]
CCC1=Nc2cc(C(=O)O)ccc2Sc2ccc(Cl)cc21	-5%	-13%	1%	-0.4%	8%	3%	-1%	-10%
COCCN(C(=O)Cc1cccs1)C(C(=O)NC1CCCC1)c1ccc(OC)c(OC)c1 (stereo unspecified)	12%	5%	3%	-4.3%	-14%	-7%	0%	8%
Cc1c(/C=C(\C#N)c2nn(-c3ccccc3)c(N)c2C#N)c2ccccc2n1Cc1ccc(F)cc1	-4%	-18%	5%	11%	-9%	-5%	1%	3%[46.1 µM]
CCc1c(C)c2nncn2[nH]c1=O	-2%	-7%	0%	-1.0%	?	-10%	-3%	-11%[46.1 µM]
CCc1ncc(/C=C2\C(=O)Nc3ccccc32)[nH]1	·	-7%	3%	-0.3%	·	7%	-2%	20%[7.67 µM]
CC(C)C[C@H](NC(=O)c1[nH]cnc1C(=O)N[C@H](C)c1ccccc1)C(=O)OC(C)(C)C	·	-28%	-23%	0.0%	-6%	-1%	0%	?
Cc1ccc(S(=O)(=O)c2nc(-c3ccc(F)cc3)oc2SCC(N)=O)cc1	2%	-14%	0%	-1.2%	?	0%	2%	-17%[46.1 µM]
N#Cc1cc([N+](=O)[O-])c(-n2nnc3ccccc32)c([N+](=O)[O-])c1	?	-4%	-2%	1.1%	0%	-1%	-10%	?
Cc1snc(SCC(=O)N/N=C(\N)COc2cccc(C(F)(F)F)c2)c1C#N	-3%	-8%	-4%	-1.4%	-6%	-2%	-13%	-4%[46.1 µM]
O=C(Nc1ncn[nH]1)c1ccc(S(=O)(=O)N2CCOCC2)cc1	·	1%	-6%	1.1%	-14%	9%	6%	9%
Cc1nc2nc[nH]n2c(=O)c1NS(=O)(=O)c1ccc(C(C)(C)C)cc1	1%	-2%	-14%	-4.8%	?	-4%	-4%	21%
Cc1cc2ccccc2cc(C)c1=O	-1%	5%	8%	-1.1%	3%	-6%	-7%	4%[46.1 µM]
CCc1nnc(NC(=O)C(NC(=O)c2ccccc2Cl)C(C)C)s1 (stereo unspecified)	3%	1%	1%	-4.7%	11%	2%	3%	-4%
Cc1c(NC(=O)c2cc3ccccc3oc2=O)c(=O)n(-c2ccccc2)n1C	-3%	-9%	2%	-0.7%	0%	-20%	-20%	5%[46.1 µM]
FC(F)(F)c1nc(N2CCCC2)ncc1-c1nnnn1-c1ccccc1	-2%	-9%	0%	-2.3%	-6%	-8%	-1%	-17%[46.1 µM]

Three entries out of the list, arranged by SMILES length, rising:
SMILES	GAA inhib	Tau fluor cs	GAA glycogen mod	Epigenetic reg	ALDH1A1 block	aGlu spleen mod	aGal spleen mod	NPSR antag
CSc1cccc(NC(=O)Nc2ccccc2)c1	6%	?	-1%	-1.0%	4%	2%	-2%	-3%[46.1 µM]
COc1ccc(OC(=O)c2cc3ccccc3o2)cc1	-1%	-15%	-24%	-1.0%	2%	-5%	-16%	-5%[46.1 µM]
Cc1nc2nc[nH]n2c(=O)c1NS(=O)(=O)c1ccc(C(C)(C)C)cc1	1%	-2%	-14%	-4.8%	?	-4%	-4%	21%

Quoted from the listing.
aGal spleen mod with `CCc1c(C)c2nncn2[nH]c1=O` : -3%
GAA glycogen mod with `O=C(Cn1cccc1C(=O)c1ccccc1)NCCCN1CCc2ccccc2C1` : -6%

Next part.
SMILES	GAA inhib	Tau fluor cs	GAA glycogen mod	Epigenetic reg	ALDH1A1 block	aGlu spleen mod	aGal spleen mod	NPSR antag
CN(C)c1ccc(C(=S)NCc2ccco2)cc1	-3%	?	-27%	0.0%	5µM*	-8%	-14%	-8%[46.1 µM]
C=CCNS(=O)(=O)c1ccc2c(c1)n(C)c(=O)n2C	0%	-8%	-11%	0.8%	-5%	-1%	-5%	19%
COCCNCC(=O)Nc1ccc(C)c(S(=O)(=O)N2CCCCC2)c1	0%	-14%	-10%	1.1%	-3%	-4%	-4%	4%
CCNS(=O)(=O)c1ccc(NC(=S)NCc2ccco2)cc1	?	-10%	1%	-2.6%	22µM*	-1%	7%	-6%
N#C/C(=C(/O)COC(=O)CCC1CCCCC1)c1nc2ccccc2[nH]1	1%	-9%	-2%	-1.6%	1%	-12%	9%	-1%[46.1 µM]
Cc1ccc(S(=O)(=O)NC(C)(C)CSc2ccccn2)cc1	-1%	-2%	-2%	-2.0%	?	-20%	3%	0%
O=C(NCc1ccco1)/C(=C/c1ccc(C(F)(F)F)cc1)c1nc2ccccc2[nH]1	10%	-16%	-5%	?	?	-2%	6%	-48%
CCN1CCN(CC(=O)Nc2sc3c(c2C#N)CCC(C)C3)CC1 (stereo unspecified)	-9%	8%	6%	8.5%	?	5%	-1%	4%[46.1 µM]
COCCNCCOc1ccccc1-c1ccccc1	-10%	-3%	6%	-1.0%	-2%	-5%	-4%	8%[46.1 µM]
CCOC(=O)c1cc2c(ccn2C)n1CC(=O)N1CCN(c2ccccc2OC)CC1	1%	-16%	3%	-4.3%	-4%	2%	11%	-1%[7.67 µM]
Cc1ccc(S(=O)(=O)N/N=C\c2cc([N+](=O)[O-])ccc2Cl)cc1	0%	-8%	0%	-2.2%	?	-8%	-5%	-5%[46.1 µM]
O=c1c2c(ncn2C2CCCC2)n(Cc2ccccc2)c(=O)n1CCOc1ccc(Br)cc1	-7%	-12%	-9%	1.3%	1%	2%	-7%	-17%[46.1 µM]
COC(=O)c1ccc(C(NC(=O)OCc2ccccc2)/C(F)=C/[C@@H](C)C(=O)NCc2cc(F)cc(F)c2)cc1 (stereo partly specified)	·	-18%	·	6.3%	14%	2%	1%	·
O=C(Oc1c(CN2CCOCC2)cc(Cl)c2cccnc12)c1ccccc1Cl	-34%	-17%	-6%	?	7%	1%	-4%	7.9µM*
CC1=NN(C(C#N)c2cccc([N+](=O)[O-])c2)C(C)(C)C1 (stereo unspecified)	5%	-1%	0%	0.0%	?	-10%	1%	9%
COc1ccccc1C1C2C(=O)N(c3ccccc3)C(=O)C2ON1c1ccccc1 (stereo unspecified)	8%	-4%	-1%	0.0%	3%	8%	15%	-15%[46.1 µM]
Cc1ccsc1/C=N/NC(=O)c1ccc([N+](=O)[O-])cc1	-3%	-8%	-2%	-3.8%	-10%	-2%	-5%	-10%
Cc1nc(SC2C=CS(=O)(=O)C2)n[nH]1 (stereo unspecified)	-2%	-15%	-13%	4.5%	8%	-7%	-2%	1%[46.1 µM]
CC(Sc1nc(-c2ccccc2)cc(C(F)(F)F)n1)C(=O)N1CCCCC1 (stereo unspecified)	-9%	-14%	5%	0.0%	-10%	-9%	2%	?
CCn1c2ccccc2n2c(=O)c(=O)n(CC(=O)N3CCN(c4ccccc4OC)CC3)nc12	3%	13%	-4%	0.2%	3%	1%	5%	10%
COc1cccc(-c2nnc(SCc3ccccn3)n2C)c1	3%	1%	3%	1.0%	0%	0%	-5%	-2%[46.1 µM]
COc1cccc(-c2nc(-c3ccc(NC(=O)Cc4ccccc4OC)cc3)no2)c1	-6%	?	-9%	-1.1%	?	10%	7%	-17%[46.1 µM]
CC(=O)OC(C)(CCC(C)(OC(C)=O)C(C)=O)C(C)=O (stereo unspecified)	?	-10%	6%	-1.3%	1%	-25%	8%	0%[7.67 µM]
S=c1[nH]nc(C2COc3ccccc3O2)o1 (stereo unspecified)	-1%	6%	-6%	-1.3%	?	0%	-2%	-15%[46.1 µM]
COc1ccc(C2(C(=O)NCc3ccco3)CCCC2)cc1OC	-2%	7%	-1%	0.9%	0%	-6%	2%	-8%[46.1 µM]
COc1cccc(C2CC(C(F)(F)F)n3ncc(C(=O)NCC4CCCO4)c3N2)c1 (stereo unspecified)	2%	2%	0%	-0.2%	3%	7%	3%	-6%[46.1 µM]
COc1cccc(/C=N/NC(=O)CCn2c3ccccc3c3ccccc32)c1	-3%	-18%	17%	3.3%	-8%	-3%	-3%	-18%[46.1 µM]
Cc1cc(C)c2nc3s/c(=C/c4ccccc4)c(=O)n3c2c1	4%	-24%	-2%	1.3%	3.2µM*	-10%	-3%	-6%[46.1 µM]
Cc1noc(N)c1C(=O)Nc1ccc(F)cc1	9%	-2%	10%	-1.2%	10%	-2%	2%	1%[46.1 µM]
O=C(Cc1cc(=O)[nH]c(=O)[nH]1)NCC1CCCO1 (stereo unspecified)	5%	-1%	9%	-4.2%	6%	-1%	1%	4%[46.1 µM]

Screening data as filed in PubChem.
